Source: PubChem
HCMV inh – qHTS Assay for inhibitors of the human cytomegalovirus (HCMV). HFF cells, HCMV-luciferase reporter, 72 h; active compounds read low. activity change, negative = inhibition, % at 57.5 µM. hit rate 4.5% among 410,000. AID 1259415, 2018; in the data active = activity change below about -60%; inconclusive = no clear call, values can overlap the other calls; inactive = above about -39%
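Compounds were evaluated in HFFs infected with an HCMV luciferase reporter virus (MOI 1 PFU/cell). Luciferase in lysates collected 72 h post infection served as the replication measure.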
Tb PYK inh – qHTS of Trypanosoma Brucei Inhibitors. TbPYK enzyme, Kinase-Glo Plus ATP luminescence, 45 min. Potency, µM (top dose mostly 76.8 µM), without a hit: at the highest dose activity, negative = inhibition, hits mostly inhibitors. hit rate 0.12% among 410,000. AID 624173, 2012; note: potency is the fitted concentration of half-maximal effect; nearly all actives have a fitted effect of over 50% in size
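Assay buffer: 50 mM TEA pH 7.2, 100 mM KCl, 10 mM MgCl2, 0.05% BSA, 0.01% Tween-20. Pyruvate kinase from T. brucei plus substrate met compound, then ADP (130 uM final). Luminescence was read post 45 min RT.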
AmpC inh detg – qHTS Inhibitors of AmpC Beta-Lactamase (assay with detergent). P00811. Potency, µM (highest dose often 114 µM), without a hit: at the top dose activity change, negative = inhibition, actives largely listed as inhibitors. AmpC hydrolysis of nitrocefin, absorbance 480 nm, 0.01% Triton. hit rate 0.041% among 370,000;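 note: potency is the fitted concentration of half-maximal effect; 0% = no-compound wells and -100% = no-enzyme wells; nearly all actives have a fitted effect of over 25% in size; some results filed as inactive show a strong effect at the top dose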
Target sequence (P00811 whole entry, looked up): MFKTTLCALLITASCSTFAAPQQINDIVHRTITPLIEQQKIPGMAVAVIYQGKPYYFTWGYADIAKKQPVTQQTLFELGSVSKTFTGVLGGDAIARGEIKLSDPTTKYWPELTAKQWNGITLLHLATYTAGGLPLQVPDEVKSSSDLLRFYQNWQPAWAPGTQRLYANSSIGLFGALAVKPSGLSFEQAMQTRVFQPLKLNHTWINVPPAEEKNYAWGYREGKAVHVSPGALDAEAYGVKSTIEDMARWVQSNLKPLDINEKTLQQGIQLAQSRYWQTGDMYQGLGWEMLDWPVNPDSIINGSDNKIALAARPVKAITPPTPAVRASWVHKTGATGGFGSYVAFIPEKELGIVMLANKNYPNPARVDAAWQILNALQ
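AmpC (5.3 nM in the dispensed reagent) in 20 mM phosphate pH 7.0 with 0.01% (detergent screen) or 0.0001% Triton X-100 was preincubated with compounds for 15 min at room temperature. Nitrocefin was then added from an 800 uM solution, and hydrolysis was followed at 480 nm.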
AmpC inh no detg – qHTS Inhibitors of AmpC Beta-Lactamase (assay without detergent); P00811; AmpC nitrocefin hydrolysis, absorbance 480 nm, 0.0001% Triton; hit rate 0.52% among 330,000; Potency, µM (top dose mostly 57.1 µM), inactives show top-dose activity change, negative = inhibition, most hits filed as inhibitors; AID 485341, 2010;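 note: potency is the fitted concentration of half-maximal effect; plate controls were no compound for no effect and no enzyme for full effect; nearly all actives have a fitted effect of over 20% in size; some results filed as inactive show a strong effect at the top dose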
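AmpC (5.3 nM in the dispensed reagent) in 20 mM phosphate pH 7.0 with 0.01% (detergent screen) or 0.0001% Triton X-100 was preincubated with compounds for 15 min at room temperature. Nitrocefin was then added from an 800 uM solution, and hydrolysis was followed at 480 nm.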
LmPK inhibitor – qHTS Assay for Inhibitors of Leishmania Mexicana Pyruvate Kinase (LmPK) | hit rate 0.37% among 290,000 | Potency, µM (doses to about 57.5 µM), inactives show at the highest dose activity change, negative = inhibition, hits mostly inhibitors | purified LmPK, Kinase-Glo ATP luminescence, 1 h; note: potency is the fitted concentration of half-maximal effect
Target sequence (Q27686 whole entry, looked up): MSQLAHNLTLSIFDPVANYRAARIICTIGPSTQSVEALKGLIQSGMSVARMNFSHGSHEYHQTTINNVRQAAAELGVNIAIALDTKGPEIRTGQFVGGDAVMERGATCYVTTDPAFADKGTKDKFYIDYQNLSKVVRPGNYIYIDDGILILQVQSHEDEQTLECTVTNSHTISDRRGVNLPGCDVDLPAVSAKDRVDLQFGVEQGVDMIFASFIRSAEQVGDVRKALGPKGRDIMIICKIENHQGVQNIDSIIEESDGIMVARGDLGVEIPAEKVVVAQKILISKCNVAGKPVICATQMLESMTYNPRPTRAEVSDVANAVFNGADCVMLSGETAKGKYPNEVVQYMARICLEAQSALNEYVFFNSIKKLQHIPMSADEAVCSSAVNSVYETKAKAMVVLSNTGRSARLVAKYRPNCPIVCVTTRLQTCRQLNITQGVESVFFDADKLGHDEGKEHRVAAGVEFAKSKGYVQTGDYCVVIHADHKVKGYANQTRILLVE
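qHTS format; LmPK 0.1 nM; substrates PEP 0.5 mM and ADP 0.1 mM. One-hour room-temperature incubation, then coupled luciferase luminescence; 0.5 nM enzyme wells mark activation.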
HCV inh – qHTS Assay for Inhibitors of Hepatitis C Virus (HCV); AID 651820, 2012; hit rate 3.4% among 340,000; Potency, µM (highest dose often 41.8 µM), without a hit: at the top dose activity change, negative = inhibition, hits mostly inhibitors; Huh7.5.1 HCVcc-Cre infection, luciferase reporter, 44 h; note: potency is the fitted concentration of half-maximal effect
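Infectious HCVcc-Cre (~0.5 moi) was added to cells just after compound, with cells seeded 4 h earlier at 1,000 per well. Luciferase activity after 44 h culture reported infection; substrate was incubated 15 min at room temperature before reading.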
AMA1 RON2 block – qHTS for Inhibitors of AMA1-RON; Towards Development of Antimalarial Drug Lead: Primary Screen; Plasmodium falciparum AMA1 (3D7) - RON2 peptide interaction; AlphaScreen AMA1-biotinylated RON2 peptide binding; Potency, µM (highest dose often 58.2 µM), without a hit: top-dose activity change, negative = inhibition, actives largely listed as inhibitors; hit rate 0.2% among 360,000; AID 720542, 2013;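 note: potency is the fitted concentration of half-maximal effect; 0% = vehicle wells and -100% = peptide control; nearly all actives have a fitted effect of over 45% in size; some results filed as inactive show a strong effect at the top dose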
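AMA1 (3D7) with his tag at 25 nM final met compounds first, then biotinylated RON2 peptide at 25 nM; detection used donor plus acceptor beads, 10 µg/mL apiece, read by AlphaScreen after 30 min at room temperature.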
* marks the source's active call; other numbers are inactive results; ? = inconclusive; / = not tested or not shown; & = joins results of further samples; [ ] = another dose, or the depositor's remark. Unless noted, calls come from the whole dose curve; as a rule, active = well fitted curve in the direction sought with a large enough effect; inconclusive = small, poorly fitted or top-dose-only effect, or another doubt; inactive = no such curve, though single readings can be large; an effect the other way counts as inactive or inconclusive. Unless noted, % is set by controls: 0 for no effect and ±100 for the full control effect.

Every second line gives: AmpC inh no detg	AMA1 RON2 block	LmPK inhibitor	AmpC inh detg	HCV inh	Tb PYK inh	HCMV inh
> O=C(NCc1ccccc1)C(c1ccco1)N(C(=O)c1cnccn1)c1ccc(F)cc1 (stereo not drawn)
→ 33%	?	1%	-3%	5%	7%	-22
> CCOC(=O)c1ccc(NC(=O)C2=C(C)Nc3nc(CCCO)nn3C2c2ccc(OC)cc2)cc1 (stereo not drawn)
→ -8%	-6%	2%	-4%	2%	-8%&-1%	-17&-17
> CC(=O)Oc1c(C)cc(O)c2ccccc12
→ -31%	/	-6%	?	10µM*	/	/
> COc1ccc(C(=O)Nc2ccc3c(c2)CCCN3S(=O)(=O)c2ccc(C)cc2)c(OC)c1
→ /	/	/	13%	/	7%	-11
> Cc1nc(C)c(CC(=O)N/N=C/c2ccc(O)cc2)c(=O)[nH]1
→ 0%	-1%	-3%	2%	4%	-4%	-11
> COc1ccc(C2=NOC(C(=O)Nc3cc(C)on3)C2)cc1 (stereo not drawn)
→ 3%	-2%	1%	?	12%	1%	52
> CC(C)CN1CCC(=O)N([C@H](COc2ccccc2)c2ccccc2)CC1
→ 71%[activator]	-6%	0%	-5%	-16%	-6%	-38
> COC(=O)C(NC(=O)c1ccco1)(Nc1ccc(Br)cn1)C(F)(F)F (stereo not drawn)
→ -12%	8%	1%	?	16%	7%	0
> COc1cccc2[nH]c3c(N4CC(C)CC(C)C4)ncnc3c12 (stereo not drawn)
→ -32%	/	3%	?	/	/	/
> Cc1ccc(Cn2nnc3c(=O)[nH]c(C4CCN(C(=O)Cc5cccs5)CC4)nc32)cc1
→ 58%	6%	2%	-6%	15%	-14%	9
> CC(=O)c1ccc(NC(=O)[C@@H]2CCCN2C2=NS(=O)(=O)c3ccccc32)cc1
→ -8%	28%	/	-2%	9%	7%	-10
> Cc1cccc(N2CCN(CCCNC(=O)c3nnc(Cc4c(F)cccc4Cl)o3)CC2C)c1 (stereo not drawn)
→ /	/	/	-1%	/	0%	-26
> CCC1=Nc2cc(C(=O)NCCCOC(C)C)ccc2Sc2ccc(C)cc21
→ /	/	/	0%	/	0%	-63*
> Cc1ccccc1CSc1nc2n(n1)C(c1cccs1)C1=C(CCCC1=O)N2 (stereo not drawn)
→ -9%	-21%	11%	-3%	?	-1%	-21
> COc1cccc(CC(NC(C)=O)C(=O)NC2CCN(c3c4c(nc5ncnn35)CCC4)CC2)c1OC (stereo not drawn)
→ -15%	/	-13%	5%	/	/	/
> CCOCCCNC(=O)c1cn(C)c2ccc(S(=O)(=O)N3CCCCC3)cc2c1=O
→ -4%	0%	-5%	0%	24%	1%	-25
> N#C/C(=C/c1cn(-c2ccccc2)nc1-c1cccc(S(=O)(=O)N2CCOCC2)c1)C(=O)NCc1ccco1
→ -25%	8%	3%	3%	-25%	-12%	20
> CCCN1CCN(CCCNC(=O)c2ccc3nc(N4CCC(C)CC4)sc3c2)CC1
→ 85%[activator]	-9%	-7%	-10%	11µM*	-21%	-25
> CCc1c(O)c(-c2ccccc2)c(=O)n(-c2ccccn2)c1-c1ccccc1
→ -12%	12%	6%	-5%	12%	0%	1
> NC(=O)C1=C[C@@H](c2csc3ccccc23)C[C@@H](OCc2ccc(CO)cc2)O1
→ 22%	-4%	0%	4%	-27%	-9%	0
> O=C(CCCCCN1C(=O)c2ccccc2C1=O)Nc1ccc(F)cc1
→ -16%	-9%	1%	-11%	9%	-2%	-20
> CCC(=O)Nc1cccc(-c2nc3ccccc3o2)c1
→ ?	-1%	-3%	-7%	?	2%	97
> COc1cc(C2/C(=C(/O)c3ccc(F)cc3)C(=O)C(=O)N2CCCC(=O)O)ccc1O (stereo not drawn)
→ -13%	2%	1%	-14%	14%	5%	-3
> CCS(=O)(=O)C1=NN2C(=N)/C(=C\c3ccc(SCc4ccco4)o3)C(=O)N=C2S1
→ -44%	-7%	-12%	-1%	32%[activator]	-17%	44
> O=C(c1ccc([N+](=O)[O-])cc1)N(c1ccccn1)c1ccccn1
→ 2%	11%	-3%	-5%	13%	3%	-18
> COc1ccc2c(c1)CC(N1CCN(C)CC1)c1cc(OC)ccc1S2 (stereo not drawn)
→ /	-15%	/	/	?	-2%	-64*
> CN(C)Cc1csc(NC(=O)Nc2ccccc2C(C)(C)C)n1
→ /	54%[activator]	/	/	/	2%	-76*
> CN(Cc1ccccc1F)C(=O)CNC(=O)Cc1cccc2ccccc12
→ -15%	12%	-11%	-1%	8%	-1%	46
> S=c1[nH]nc(COc2ccccc2)n1/N=C/C(Cl)=C/c1ccccc1
→ -44%	52%[activator]	2%	1%	-27%	-26%	12
> Cc1ccc(S(=O)(=O)c2nnn3c2nc(NC(C)C)c2sccc23)cc1
→ /	/	/	20%	/	-2%	1

Part of the list above, limited to AmpC inh detg.
canonical_smiles | AmpC inh detg
O=C(c1ccc([N+](=O)[O-])cc1)N(c1ccccn1)c1ccccn1 | -5%
CCS(=O)(=O)C1=NN2C(=N)/C(=C\c3ccc(SCc4ccco4)o3)C(=O)N=C2S1 | -1%

Remaining list, next part.
Every second line gives: AmpC inh no detg	AMA1 RON2 block	LmPK inhibitor	AmpC inh detg	HCV inh	Tb PYK inh	HCMV inh
> COc1ccc(NC(=O)CSc2nc3ccccc3nc2N2CCCC2)cc1
→ -39%	9%	-1%	-5%	-19%	0%	-5
> CCN(CC(=O)NCc1ccc(Cl)cc1)C(=O)COc1ccc(Cl)cc1Br
→ -47%	-2%	/	4%	?	-3%	5
> COc1ccc(CCNC(=O)Cn2c(=O)c3cccn3c3ccc(F)cc32)c(OC)c1
→ /	/	/	24%	/	-1%	42
> Cc1ccccc1OC(C)C(=O)NCc1cccnc1 (stereo not drawn)
→ 4%	21%	1%	-3%	6%	0%	-38
> COc1ccc(NC(=O)CS(=O)c2ccc(F)cc2)cc1 (stereo not drawn)
→ -20%	1%	0%	?	9%	1%	2
> COc1ccc(CNC(=O)[C@H](Cc2c[nH]c3ccccc23)NC(C)=O)cc1OC
→ 4%	11%	1%	-6%	19%	-7%	28
> COc1ccccc1CCNC(=O)Cn1c(=O)oc2ccccc21
→ -16%	-10%	-9%	-1%	-1%	0%	-32
> O=C(CCN1C(=O)C2C3CCC(C3)C2C1=O)Nc1ccc([N+](=O)[O-])cc1 (stereo not drawn)
→ -3%	8%	-5%	-2%	-5%	2%	-30
> O=C(CCc1ccccc1)NNc1cc(N2CCCCC2)nc(N2CCCCC2)n1
→ -28%	-14%	-4%	0%	8%	0%	42
> ClCCCc1cn(C[C@H]2CC[C@@H]([C@@H]3CC[C@H](Cn4cc(CCCCl)nn4)O3)O2)nn1
→ 39%	11%	-3%	?	3%	-2%	27

Copied from the list:
AmpC inh no detg, `O=C(CCN1C(=O)C2C3CCC(C3)C2C1=O)Nc1ccc([N+](=O)[O-])cc1` (stereo not drawn) stands at -3%
Tb PYK inh, `CCN(CC(=O)NCc1ccc(Cl)cc1)C(=O)COc1ccc(Cl)cc1Br` stands at -3%

(list continues)
Every second line gives: AmpC inh no detg	AMA1 RON2 block	LmPK inhibitor	AmpC inh detg	HCV inh	Tb PYK inh	HCMV inh
> CC(C)NC(=O)c1cc(C2CCCCN2C(=O)c2ccc(C#N)cc2)on1 (stereo not drawn)
→ /	-5%	/	/	/	-5%	?
> CCOc1ccc(CSC2=NCCN2)cc1[N+](=O)[O-]
→ -24%	-13%	-4%	-6%	-24%	1%	-26
> COc1ccccc1CNC(=O)CCn1c(=O)c2ccccc2n(CC(=O)Nc2cc(Cl)ccc2C)c1=O
→ /	/	/	19%	/	3%	?
> CCOC(=O)c1nn(-c2ccc(OCC)cc2)c2nc(-c3ccco3)c(C#N)c(=O)n12
→ -9%	-7%	3%	-14%	4%	5%	-9
> CNc1ncnc2sc(-c3ccccc3)cc12
→ -7%	-6%	4%	2%	?	0%	-39
> Cc1ccc2[nH]c(=O)c3cc(C(=O)N(C)c4ccccc4C)sc3c2c1
→ -44%	-2%	0%	-4%	?	-1%	?
> OCc1nc2nc(Cl)c(Cl)nc2[nH]1
→ -16%	4%	4%	-4%	11%	7%	30
> NNC(=O)C(=O)NCCCN1CCOCC1
→ -17%	51%[activator]	12%	3%	11%	-10%	?
> CC(=O)c1ccc(NC(=O)c2cc(-c3ccc4c(c3)OCO4)on2)cc1
→ /	/	/	22%	/	0%	23
> Cc1cccc(NC(=O)c2ccc(C3SCC(=O)N3CCc3ccccc3)cc2)c1C (stereo not drawn)
→ -12%	-11%	-2%	-12%	?	?	-72*
> O=C(NCc1ccc(Cl)cc1)N1CCOCC1
→ -10%	-7%	-5%	0%	1%	-3%	-18
> CCCNc1c(NC(=O)C2CCC(C)CC2)c(=O)oc2ccccc12 (stereo not drawn)
→ -18%	7%	9%	1%	8%	-3%	-38
> CCOC(=O)c1ccc(NC(=O)C2CCN(S(=O)(=O)c3ccc4c(c3)CCCC(=O)N4)CC2)cc1
→ /	/	/	-1%	/	-5%	-35
> Cn1cnnc1SCC(=O)NCc1ccccc1
→ -6%	5%	-2%	0%	22%	-1%	-2
> COCCCNC(=S)NCCNc1nc2cc(C)cc(C)c2cc1C#N
→ 148%[activator]	6%	0%	2%	-23%	5%	-38
> O=[N+]([O-])c1cc(/C=N/N/C(=N/c2ccccn2)c2ccccn2)ccc1O
→ -10%	10%	-1%	0%	?	-1%	-83*
> O=C(c1ccc(OC2CCN(CCc3ccccc3)CC2)cc1)N1CCCC(CO)C1 (stereo not drawn)
→ 18%	2%	1%	-5%	-1%	0%	1
> COc1ccc(-c2noc(CCC(=O)N3CCN(c4ccc(F)cc4)CC3)n2)cc1
→ -3%	14%	/	/	?	-4%	-1
> COc1ccc(CN2CCC(=O)N([C@H](CO)CC(C)C)CC2)cc1OC
→ 11%	0%	0%	?	-9%	-3%	-68*
> c1ccc2oc(SCc3nc4ccccc4s3)nc2c1
→ /	124%[activator]	-8%	3%	?	-18%	85
> CC(Sc1nncs1)C(=O)Nc1ccc2c(c1)OCCO2 (stereo not drawn)
→ -5%	-1%	/	?	-3%	1%	-9
> COC(=O)C(Cc1ccc(O)cc1)NC(=O)Cn1cc(C)c(=O)[nH]c1=O (stereo not drawn)
→ /	7%	/	/	?	-3%	-13
> CCSc1ccccc1-c1nc(-c2ccncc2)no1
→ 7%	14%	2%	9%	4%	-4%	49
> Cc1cccc(C(=O)Nc2ccc(C(=O)Nc3ccc(O)cc3)cc2)c1
→ -42%	6%	-3%	-4%	-7%	-11%	?
